Spn PMK inh – inhibitors of Streptococcus pneumoniae phosphomevalonate kinase | actives 0.49% (n = 65,000) | inhibition, % at 10 µM | AID 539 | purified PMK, PK/LDH-coupled NADH absorbance 340 nm;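 active = top-ranked compounds by inhibition in the single 10 µM screen, taking a fixed number of the strongest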;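 note: 0% = full reaction with DMSO carrier and 100% = background rate without enzyme reaction; no value below 0 was filed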
HT1080 viability – HT1080 cell viability loss – fluorescence readout (AID 620); HT1080 viability, fluorescence; higher % means a stronger effect; cytotoxicity, % at 10 µM; hits with a dose series show EC50 in µM; actives 0.42% (n = 87,000);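 note: cells exposed to compound overnight then 4 h with Alamar Blue; 0% = vehicle DMSO and 100% = killing control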
HPDE-C7 cytotoxicity – HPDE-C7 pancreatic duct cell viability loss – fluorescence, HTS (AID 430). HPDE-C7 pancreatic duct cells viability, fluorescence; higher % means a stronger effect. one-dose cytotoxicity, % at 10 µM; EC50 in µM for titrated hits. actives 1.8% (n = 63,000);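 note: cells exposed to compound for 48 hours before viability readout; 0% = vehicle and 100% = reference cytotoxic drug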
KRASV12 cytotoxicity – viability loss of HPDE-C7K cells – cell-based, fluorescence, HTS, primary screen (AID 431) | actives 1.7% (n = 63,000) | HPDE-C7K KRASV12 cells, Alamar Blue viability, 48 h; higher % means a stronger effect | cytotoxicity, % at 10 µM; hits with a dose series show EC50 in µM;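 active = compounds whose percent cytotoxicity in the single-dose primary screen, scaled between solvent and toxic-drug controls, exceeds 50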;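 note: 0% = DMSO solvent wells and 100% = doxorubicin-treated wells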
Spn MK inh – blocks S. pneumoniae mevalonate kinase. purified MK, PK/LDH-coupled NADH absorbance 340 nm. inhibition, % at 10 µM. actives 0.48% (n = 65,000). AID 555;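 active = ranked among the strongest by inhibition in the single 10 µM screen, a fixed top-ranked set picked for dose follow-up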; note: no value below 0 was filed
TNAP inhibition – human TNAP enzyme inhibitors, biochemical, luminescent (AID 518) | purified TNAP enzyme, luminescent substrate readout; higher % means a stronger effect | one-dose inhibition, % at 20 µM; IC50 in µM for titrated hits | actives 0.09% (n = 64,000); in the data active = a potency from the dose series; inactive = the rest, 99 in 100 with inhibition below about 22%;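 note: plate controls were vehicle for no effect and reference inhibitor for full effect; many of its hits are not listed in these tables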
Spn DPM-DC inh – inhibitors of Streptococcus pneumoniae diphosphomevalonate decarboxylase; calls only at 10 µM; purified DPM-DC, PK/LDH coupled NADH fluorescence; actives 0.49% (n = 65,000); AID 556;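 active = the 320 compounds with the highest percent inhibition in the single-dose primary screen, excluding strongly autofluorescent ones, cut at about 32% in these data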;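 note: kinetic rate of NADH fluorescence loss reporting ADP formed by the decarboxylase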
Bfl-1 displacement – displacement of Bid BH3 peptide from Bfl-1 – biochemical, fluorescence polarization, FITC-Bid, mouse, primary screen (AID 432). FITC-Bid BH3 peptide fluorescence polarization displacement; higher % means a stronger effect. displacement, % at 20 µM; hits with a dose series show IC50 in µM. actives 0.02% (n = 64,000); in the data active = a potency from the dose series; inactive = the rest, 99 in 100 with displacement below about 15%; note: strong numbers were not always called active
LYP phosphatase – LYP phosphatase inhibitors, primary screen, biochemical, DiFMUP fluorescence, recombinant catalytic domain, 10 µM (AID 606); recombinant LYP catalytic domain, DiFMUP fluorescence; higher % means a stronger effect; one-dose inhibition, % at 10 µM; IC50 in µM for titrated hits; 52,000 tested, under 10 active;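 active = IC50 under 40 µM in the dose-response test; inactive = IC50 of 40 µM or more, or never dose-tested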
Spn PMK inh pilot replicates – also measured in Spn PMK inh; calls as there; inhibition, %; measured here: pilot screen replicates
Spn MK inh pilot replicates – also measured in Spn MK inh; calls as there; inhibition, %; measured here: pilot screen replicates
Spn DPM-DC inh pilot screen % – further read-out of Spn DPM-DC inh, marked with its call; inhibition, %; measured here: pilot screen trials
Starred values were filed as active, the others as inactive; i = inactive; nt = not tested or not shown. Cut-off read from the data, not from the text of the source, unless noted: active = cytotoxicity above about 50%; inactive = the rest.

SMILES	Spn PMK inh	HT1080 viability	HPDE-C7 cytotoxicity	KRASV12 cytotoxicity	Spn MK inh	TNAP inhibition	Spn DPM-DC inh	Bfl-1 displacement	LYP phosphatase	others
O=C(COC(=O)Cn1[nH]c(=O)c2ccccc2c1=O)Nc1ccc2c(c1)OCO2	8	4%	2%	-1%	7	7%	i	-10%	6%
COc1ccc(Cl)cc1C(=O)Nn1cnc2ccccc2c1=O	9	1%	-9%	-4%	4	10%	i	-2%	10%
CCOC(=O)Oc1ccc2oc(C)c(C(=O)OCCOC)c2c1	11	-10%	-17%	-18%	3	5%	i	-8%	7%
COc1ccc(NC(=O)C2=C(C)C(=O)OC23CCC(C)CC3)c(OC)c1 (stereo not drawn)	0	-1%	-7%	2%	29	9%	i	3%	9%
Cc1cc2n(n1)C(c1ccc(O)cc1)Nc1ccccc1-2 (stereo not drawn)	8	-1%	8%	26%	0	13%	i	-2%	nt
COc1cc2[nH]c(=O)n(CCCCCC(=O)N3CCN(c4ccccc4)CC3)c(=O)c2cc1OC	9	5%	4%	16%	6	-5%	i	-2%	6%
O=P(O)(CN1CCCCCC1)CN1CCCCCC1	9	-2%	-10%	-12%	4	17%	i	0%	2%	Spn PMK inh pilot replicates=3.0;Spn MK inh pilot replicates=0.5;Spn DPM-DC inh pilot screen %=0.0
COC(=O)[C@@H](NC(=O)Nc1ccc(C(C)=O)cc1)C(C)C	0	13%	-10%	-4%	3	6%	i	-3%	0%
Cc1ccccc1Cn1c(=O)n(Cc2ccco2)c(=O)c2ccccc21	9	6%	5%	5%	0	3%	i	-1%	-7%
c1ccc(OCc2nc(-c3ccccc3)no2)cc1	1	9%	-16%	-7%	2	14%	i	-6%	5%	Spn PMK inh pilot replicates=0.0;Spn MK inh pilot replicates=0.0;Spn DPM-DC inh pilot screen %=0.0
COc1cc2c(cc1OC)CN(CC(=O)NC(=O)NCc1ccco1)CC2	9	6%	-3%	10%	0	9%	i	-1%	13%
CC(C)(C)n1c(=O)[nH]c2c(c1=O)CCC2	22	3%	-4%	-15%	4	9%	i	2%	5%
Cc1cc(C(=O)CN2CC(C)OC(C)C2)c(C)n1-c1ccccc1 (stereo not drawn)	12	-4%	-3%	3%	6	4%	i	6%	5%
COc1nc(-c2ccccc2)cc(-c2ccccc2)n1	8	-19%	4%	-5%	7	9%	i	0%	1%
CCCC(=O)N=C1SC2CS(=O)(=O)CC2N1c1ccc(C(C)=O)cc1 (stereo not drawn)	14	2%	-24%	-32%	4	8%	i	5%	nt
c1ccc(CCc2nn3c(Cc4ccccc4)nnc3s2)cc1	0	-1%	-2%	-2%	0	13%	i	2%	4%
CCCOC(=O)CSc1nnc(-c2ccccc2Cl)o1	8	-6%	0%	9%	8	9%	i	-7%	3%
O=C(c1ccccc1C(F)(F)F)N1CCN(S(=O)(=O)c2ccccc2)CC1	9	-1%	-4%	-1%	4	3%	i	-8%	20%
COc1ccc(OC)c(C(=O)CSc2nnc(-c3ccc(OC)c(OC)c3)o2)c1	0	-1%	-1%	-6%	6	7%	i	-4%	nt	Spn PMK inh pilot replicates=0.0;Spn MK inh pilot replicates=0.0;Spn DPM-DC inh pilot screen %=11
O=C(Oc1cccnc1)c1ccc(Cl)c(Cl)c1	14	-5%	-46%	-16%	2	-1%	i	14%	21%
CC1(C)CC(=O)C2=C(C1)OC(N)=C(C#N)C2c1cccc(OC(=O)c2ccco2)c1 (stereo not drawn)	9	-1%	3%	-2%	8	8%	i	-4%	4%
CCc1cc(=O)oc2c(C)c(O)c(CN(C)C)cc12	0	17%	-2%	11%	11	4%	nt	-7%	9%
N#Cc1nc(-c2ccco2)oc1NCCCN1CCOCC1	9	-6%	-7%	-1%	7	11%	nt	-9%	-5%
CN1C(=O)c2cccc(NC(=O)CCc3ccccc3)c2C1=O	0	nt	5%	7%	2	6%	i	5%	-5%
CN(Cc1ccccc1)C(=O)CN(C1CCCCC1)S(C)(=O)=O	1	3%	-7%	-20%	5	5%	i	-3%	20%
CSc1ccccc1NS(=O)(=O)c1ccccc1	0	8%	-1%	15%	1	8%	i	7%	5%	Spn PMK inh pilot replicates=6.5;Spn MK inh pilot replicates=9.0;Spn DPM-DC inh pilot screen %=4.5
Cc1nn(C)c(C)c1S(=O)(=O)N1CCCC(C(=O)NCCc2ccc(Cl)cc2)C1 (stereo not drawn)	4	3%	-3%	-3%	2	5%	i	0%	-9%
COc1ccc(C2(NC(C)=O)CCN(C(=O)c3ccco3)CC2)cc1	12	1%	-7%	3%	3	7%	i	-9%	11%
CC(=O)Nc1ccc(NS(=O)(=O)Cc2ccccc2)cc1	4	6%	3%	-11%	0	3%	i	-7%	3%
COc1ccc(C)cc1NC(=O)COCC(=O)O	13	1%	-12%	13%	11	14%	i	5%	nt	Spn PMK inh pilot replicates=1.0;Spn MK inh pilot replicates=0.5;Spn DPM-DC inh pilot screen %=1.0
CCOCCCn1c(SCC(=O)NC(C)C)nc2ccccc2c1=O	10	0%	-10%	-4%	3	11%	i	-4%	3%
CCN(CC)S(=O)(=O)c1cccc(-c2nnc(SCCCC(=O)c3ccccc3)o2)c1	13	-15%	-2%	8%	0	9%	i	0%	-5%
CCOC(=O)C1C(=O)OC(C)(C)C1C(C)C(=O)c1ccc(OC)cc1 (stereo not drawn)	4	5%	-20%	-5%	6	10%	i	1%	4%	Spn PMK inh pilot replicates=4.5;Spn MK inh pilot replicates=0.0;Spn DPM-DC inh pilot screen %=0.5
Cc1cc(NC(=O)COc2ccc3oc4ccccc4c3c2)no1	10	24%	-11%	-3%	0	6%	i	4%	nt
O=C(Nc1ncnc2c1ncn2C1OC(COC(=O)c2ccccc2)C(F)C1O)c1ccccc1 (stereo not drawn)	7	4%	-11%	-8%	0	12%	i	-4%	7%
COc1ccc(-n2c(C)cc(C(=O)COc3ccc(-n4cnnn4)cc3)c2C)cc1	11	-6%	0%	-6%	0	-7%	i	2%	nt
O=C1c2ccccc2C(=O)N1CCCCSc1nnc(-c2ccc(OC(F)F)cc2)o1	11	-6%	-8%	-11%	0	5%	i	-10%	-8%
COc1ccc(N2CCN(CCCNC(=O)CCCn3c(=O)[nH]c4ccsc4c3=O)CC2)cc1	21	nt	8%	10%	8	7%	i	1%	nt
Cc1cc(-c2nnco2)c(C)n1-c1ccc(F)cc1	11	6%	-5%	2%	7	-2%	i	-8%	nt
O=C(CCn1nc(-c2ccccc2)ccc1=O)N1CCN(c2ccccn2)CC1	19	4%	-4%	2%	0	12%	i	-16%	nt
CC(C)(C)n1nnnc1C(c1cccnc1)N1CCN(C2CCCCC2)CC1 (stereo not drawn)	3	-4%	-15%	-8%	0	-5%	i	0%	nt
CC(C)CCNC(=O)c1ccc2c(c1)N(Cc1ccccc1)C(=O)CS2=O (stereo not drawn)	0	9%	-9%	-14%	6	2%	i	5%	6%
CCOc1ncccc1C(=O)NCC1COc2ccccc2O1 (stereo not drawn)	0	7%	9%	8%	2	10%	i	-4%	19%
CCOC(=O)c1ccccc1NC(=O)CSc1nnc(COc2ccccc2C)n1C	6	-3%	2%	13%	6	19%	i	-4%	7%	Spn PMK inh pilot replicates=5.0;Spn MK inh pilot replicates=1.0;Spn DPM-DC inh pilot screen %=2.0
Cc1ccc(C)c(OCC(=O)Nc2ccc3c(c2)OCO3)c1	6	16%	-6%	-3%	1	10%	i	-5%	-5%
O=C(COc1ccc(-n2cnnn2)cc1)NC(=O)NCc1ccccc1	18	9%	10%	12%	0	7%	i	6%	-3%
CC1(C)NC(=O)N(CC(O)COc2cc3ccccc3cc2C(=O)N2CCCCC2)C1=O (stereo not drawn)	5	6%	1%	7%	9	6%	i	-4%	7%
CN(C)c1ccc(-c2nnn(CC(=O)N3c4ccccc4CCc4ccccc43)n2)cc1	0	-8%	-27%	-18%	0	5%	i	0%	nt
CC1CCCN(c2nc3ccccc3nc2C(C#N)C(=O)OC2CCCCC2)C1 (stereo not drawn)	11	-10%	nt	nt	10	14%	i	-1%	10%
CCn1cc(C(=O)NC2CCCCCC2)c2cc(OC)c(OC)cc2c1=O	0	0%	-1%	-7%	9	4%	i	6%	11%

Next records
SMILES	Spn PMK inh	HT1080 viability	HPDE-C7 cytotoxicity	KRASV12 cytotoxicity	Spn MK inh	TNAP inhibition	Spn DPM-DC inh	Bfl-1 displacement	LYP phosphatase	others
Cc1cc(C)n(CCc2nc(-c3cc4ccccc4o3)cs2)n1	15	-7%	2%	5%	0	3%	i	-7%	nt
NS(=O)(=O)c1ccc(CNC(=O)c2ccc(Br)o2)cc1	0	-2%	-15%	-14%	11	12%	i	6%	nt
O=C(Nc1c(F)c(F)c(F)c(F)c1F)C1CCCCC1	7	-4%	-10%	-8%	8	1%	i	-7%	3%
O=C(CN1C(=O)NC2(CCCCCC2)C1=O)c1ccc2c(c1)OCCO2	20	2%	-9%	13%	4	10%	i	-2%	-7%
Cc1cnc(Nc2nc3ccccc3o2)nc1C(=O)Nc1cccc(C(F)(F)F)c1	9	3%	7%	1%	6	8%	i	-2%	10%
COc1cccc(N2CCN(C3CC(=O)N(c4ccc(Cl)cc4)C3=O)CC2)c1 (stereo not drawn)	10	1%	-24%	-8%	16	-4%	i	0%	-6%
CC(=O)Nc1cc(C(F)(F)F)ccc1OCC1CCCO1 (stereo not drawn)	17	2%	-8%	7%	7	7%	i	-9%	-1%
CCOC(=O)N1CCC(N2Cc3cccc(C(=O)N4CC(C)CC(C)C4)c3C2=O)CC1 (stereo not drawn)	8	-6%	-10%	-7%	17	4%	i	4%	nt
CCN(CC)C(=O)c1cc(-c2ccc(Br)cc2)on1	8	-5%	0%	1%	0	11%	i	2%	10%
COc1ccc2occ(C(=O)c3ccc(N=C(C)N(C)C)cc3)c2c1	14	nt	6%	24%	1	9%	i	-5%	-3%
Clc1ccc(Cl)c(OCCN2CCOCC2)c1	8	-6%	2%	-6%	15	7%	i	4%	3%
COC(=O)c1ccc(CNC(=O)COc2ccccc2Br)o1	6	7%	-8%	-13%	8	12%	i	2%	11%	Spn PMK inh pilot replicates=0.0;Spn MK inh pilot replicates=0.0;Spn DPM-DC inh pilot screen %=0.0
CCCCNC(=O)Nc1ccon1	24	-1%	-9%	2%	0	6%	i	-4%	9%
CCOC(=O)N1CCC(NC(=O)c2cc3c(=O)n(C)c4ccccc4c3n2C)CC1	6	nt	2%	5%	7	16%	i	-5%	6%	Spn PMK inh pilot replicates=4.0;Spn MK inh pilot replicates=0.5;Spn DPM-DC inh pilot screen %=2.0

Gathered by group: the compounds so far with a tert-butyl group
SMILES	Spn PMK inh	HT1080 viability	HPDE-C7 cytotoxicity	KRASV12 cytotoxicity	Spn MK inh	TNAP inhibition	Spn DPM-DC inh	Bfl-1 displacement	LYP phosphatase	others
CC(C)(C)n1c(=O)[nH]c2c(c1=O)CCC2	22	3%	-4%	-15%	4	9%	i	2%	5%
CC(C)(C)n1nnnc1C(c1cccnc1)N1CCN(C2CCCCC2)CC1 (stereo not drawn)	3	-4%	-15%	-8%	0	-5%	i	0%	nt

High-throughput results as filed in PubChem BioAssay.
